# M1 antag – human CHRM1 antagonism; P11229; CHO-K1 hM1, Fluo-8 calcium fluorescence, ACh EC80 antagonist; inhibition, % at 3 µM; hit rate 1.3% among 360,000; AID 588852;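 active means percent inhibition above its own plate's cutoff, namely the mean of that plate's compound wells plus 3 SD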;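 further: peak over basal fluorescence ratio during 140 s after agonist addition; 0% = ACh EC80 plus DMSO and 100% = DMSO alone without agonist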
# Target sequence (P11229 whole entry, looked up): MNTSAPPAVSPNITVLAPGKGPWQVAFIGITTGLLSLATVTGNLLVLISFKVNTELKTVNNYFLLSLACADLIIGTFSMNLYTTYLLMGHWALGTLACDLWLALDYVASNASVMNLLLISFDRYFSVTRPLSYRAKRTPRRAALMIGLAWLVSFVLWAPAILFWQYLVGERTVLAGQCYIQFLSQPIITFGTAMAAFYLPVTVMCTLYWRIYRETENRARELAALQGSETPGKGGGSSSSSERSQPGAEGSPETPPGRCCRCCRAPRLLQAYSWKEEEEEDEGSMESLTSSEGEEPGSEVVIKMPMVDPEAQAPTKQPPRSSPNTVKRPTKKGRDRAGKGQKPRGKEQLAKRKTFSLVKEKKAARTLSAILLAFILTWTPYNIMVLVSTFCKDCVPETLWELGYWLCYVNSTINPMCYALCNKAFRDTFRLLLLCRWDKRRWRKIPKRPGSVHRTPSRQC
# TAAR1 ag – human TAAR1 agonism; CHO RD-HGA16 TAAR1, Fluo-8 calcium fluorescence; vehicle wells 0%, saturating PEA agonist 100%; AID 624467; activation, % at 3 µM; hit rate 0.99% among 360,000; Q96RJ0;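 active means activation above the mean activation of all test compounds in the run plus 3 SD, cut at about 38% in these data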
# Target sequence (Q96RJ0 whole entry, looked up): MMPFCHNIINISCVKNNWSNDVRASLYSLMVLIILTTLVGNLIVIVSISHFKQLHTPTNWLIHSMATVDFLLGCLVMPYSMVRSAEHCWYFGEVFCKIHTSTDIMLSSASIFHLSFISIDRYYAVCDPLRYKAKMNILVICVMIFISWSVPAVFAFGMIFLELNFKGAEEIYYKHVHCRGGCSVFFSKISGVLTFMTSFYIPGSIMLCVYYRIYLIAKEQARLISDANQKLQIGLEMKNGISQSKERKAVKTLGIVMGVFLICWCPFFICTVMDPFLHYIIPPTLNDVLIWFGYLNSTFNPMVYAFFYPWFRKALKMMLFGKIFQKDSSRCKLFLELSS
#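 test system = CHO RD-HGA16 cells carrying human TAAR1 plus Gα16 | schedule = 17-24 h seeding, 75 min 37 °C dye, 30 min RT | compound dosing = 3 µM single concentration | control set = DMSO and PEA EC100 | replicates = n 1 | signal = Fluo-8 fluorescence, 5 s baseline then 140 s kinetic read | measure = percent activation vs PEA EC100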
# M4 ag – CHRM4 agonism in calcium assay. hit rate 0.14% among 360,000. activation, % at 3 µM. CHO-K1 hM4/Gqi5, Fluo-8 calcium fluorescence; vehicle 0%, full acetylcholine response 100%;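 active means activation above the run mean over all test wells plus 3 SD, cut at about 32% in these data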;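 further: peak over basal fluorescence ratio per well then scaled between controls; 0% = DMSO wells and 100% = acetylcholine at EC100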
# CHRM1 agonist – activates human CHRM1 receptor; P11229; CHO-K1 hM1, Fluo-8 calcium fluorescence, agonist mode; 0% DMSO, 100% acetylcholine EC100; activation, % at 3 µM; hit rate 0.33% among 360,000;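 active means activation above the run's mean compound activation plus 3 SD, cut at about 16% in these data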;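 further: peak over basal fluorescence ratio within a 140 s kinetic read after compound addition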
# M1 PAM – potentiates human M1 receptor response to acetylcholine | CHO-K1 hM1, Fluo-8 calcium fluorescence, ACh EC20; 0% = ACh EC20, 100% = maximal ACh | activation, % at 3 µM | AID 588819 | hit rate 0.088% among 360,000 | P11229; in the data active means activation above about 19%, passing the limit was not always enough
# M5 PAM – positive allosteric modulators of human muscarinic M5 receptor | P08912 | CHO-K1 hM5, Fluo-8 calcium, ACh EC20 PAM; 0% = ACh EC20, 100% = ACh EC100 | activation, % at 3 µM | hit rate 0.3% among 360,000 | AID 624038;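 active means activation above the run cutoff, the mean activation of all test compounds plus 3 SD, cut at about 18% in these data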
#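 Assay system – human M5 receptor in CHO-K1 cells · Read-out – % activation, ACh-normalized · Technique – Fluo-8 calcium fluorescence · Dosing – single-point, 3 µM nominal · Incubation – Fluo-8 loading 80 min at 37 °C plus 30 min room temperature · Repeats – singlicate, one well per test compound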
# CHRM5 agonist – agonists of human muscarinic M5 receptor (CHRM5); P08912; CHO-K1 hM5 cells, Fluo-8 calcium fluorescence; 0% DMSO wells, 100% maximal acetylcholine response; activation, % at 3 µM; hit rate 0.19% among 360,000; AID 624037;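 active means activation above the run's mean over test compounds plus 3 SD, cut at about 23% in these data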;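 further: signal is peak over basal fluorescence ratio across the kinetic read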
# CHRM4 antagonist – blocks acetylcholine activation of human M4 receptor; P08173; CHO-hM4 cells, ACh EC80, Fluo-8 calcium fluorescence; inhibition, % at 3 µM; hit rate 0.73% among 360,000; AID 624125;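 active means inhibition above its plate's cutoff, the mean inhibition of sample wells plus 3 SD, cut at about 27% in these data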;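 further: 0% = acetylcholine EC80 with DMSO and 100% = DMSO without agonist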
# M5 antag – CHRM5 antagonism in calcium assay; P08912; CHO-hM5 cells, Fluo-8 calcium fluorescence, ACh EC80; inhibition, % at 3 µM; hit rate 0.59% among 360,000; AID 624040;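 active means inhibition above a per-plate cutoff, the mean of that plate's test compounds plus 3 SD, cut at about 27% in these data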;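 further: 0% = acetylcholine EC80 with DMSO and 100% = DMSO without agonist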
# The depositor's hits bear a star; x = not tested or not shown. The list is partial (hit frequency here may not be typical).
SMILES,M1 antag,TAAR1 ag,M4 ag,CHRM1 agonist,M1 PAM,M5 PAM,CHRM5 agonist,CHRM4 antagonist,M5 antag
CCCCN(C=O)c1c(CC)nc2ccc(C(=O)N3CCN(S(=O)(=O)CC)CC3)cn12,-4,1,0,-4,5,4,2,-6,20
C=C(c1ccccc1C)[n+]1ccccc1,-10,0,0,-8,3,-5,-10,-1,12
O=C(c1ccco1)N(CCC(c1ccccc1)c1ccco1)Cc1ccc(F)cc1 (stereo unspecified),1,x,0,-3,2,-11,-3,8,3
O=C(Nc1cccc(Cl)c1N1CCOCC1)c1ccc2c(c1)OCCO2,-7,0,2,-3,5,6,4,-6,-6
CCc1nn(C(C)C(=O)NCc2ccc(Cl)cc2)c(=O)c2cc3occc3n12 (stereo unspecified),-8,-2,3,6,8,5,-7,2,-4
CCOc1ccc(CC2c3cc(OCC)c(OCC)cc3CCN2C(=O)CN2CCN(C)CC2)cc1OCC (stereo unspecified),1,0,1,-2,2,-4,-2,-18,5
O=C(Cc1ccc(NC2=NC3CS(=O)(=O)CC3S2)cc1)NCc1ccc(Cl)cc1 (stereo unspecified),-4,2,1,-4,-2,-6,0,-4,8
CCCOc1ccc(C2C(C(=O)c3ccc(C)o3)=C(O)C(=O)N2Cc2ccco2)cc1OCC (stereo unspecified),-10,1,-1,-2,8,-4,-4,-3,9
Cc1c(C=C(C#N)c2ccc([N+](=O)[O-])cc2)c(=O)n(-c2ccccc2)n1C,30*,-1,1,-7,-21,-10,-3,-27,8
CC(NC(=O)/C=C/c1ccc(Br)cc1)c1ccc(Cl)cc1 (stereo unspecified),0,2,0,-7,-1,-2,-1,-5,6
CCCCC(O)(CCCC)C(=O)NN(C(=O)OC)c1ccccc1,-9,0,1,-5,5,1,-4,-5,-1
COc1cccc(-n2c(O)c(C=NCc3ccccn3)c3ccccc3c2=O)c1,-15,3,4,0,6,2,7,-11,3
CC1(c2ccccc2)NC(=O)N(CC(=O)NNC(=O)c2cccc(Cl)c2)C1=O (stereo unspecified),-16,6,1,0,17,1,0,-18,-3
CCOC(=O)CCNC(=O)CCNC(=O)C(c1ccccc1)c1ccccc1,-18,-1,0,-3,9,-1,-3,-18,0
Cc1ccc(S(=O)(=O)N(C)C)cc1NC(=O)COC(=O)C1=COCCO1,13,5,1,0,-5,1,1,-3,1
CCN(Cc1cnn(C)c1)C(=O)c1cc(COc2ccc3c(c2)CCCC3)on1,9,1,14,1,-5,-3,5,4,-7
COc1cc(NS(=O)(=O)c2ccc3ccccc3c2)c2ncccc2c1,-4,0,2,0,6,0,-2,0,16
O=C(CSc1ncn(-c2ccccc2)n1)c1cccs1,-27,3,2,-2,7,7,0,0,-2
Cc1ccc(Cl)cc1-c1cc(C(=O)Nc2ccc(F)cc2)[nH]n1,13,3,10,-2,-16,-11,3,9,9
Cc1ccccc1NC(=S)N1CCC(C(=O)c2ccc(F)cc2)CC1,12,8,0,-5,-3,-3,0,5,9
COc1cccc(C2C3CN(C)CC=C3C(C#N)=C(N)C2(C#N)C#N)c1OC (stereo unspecified),-21,1,1,-2,3,6,-7,3,0
COc1ccc(S(=O)(=O)Cc2ccc(C(=O)N3CCc4ccccc4C3)o2)cc1,-13,61*,3,-4,3,-8,1,-2,7
COc1ccc(C(=O)OCCCc2cc3ccccc3c(=O)o2)cc1,-5,5,8,-3,1,-9,-2,-5,4
C(=N\Nc1ccc2nncn2n1)/c1ccccn1,-21,5,0,-1,15,0,-6,7,13
CC#CCCC(=O)N1C=Cc2ccccc2C1C#N (stereo unspecified),-18,0,0,-3,0,-3,-2,5,2
CCc1nnc(NC(=O)CSc2nc3cccnc3n2C2CCCCC2)s1,-15,20,-2,-4,-2,-3,-1,9,8
CCCc1ccc(Oc2cc(Cl)nc(N)n2)cc1,2,0,-1,-9,-2,-5,-1,8,-6
COC(=O)c1cn(C(=O)c2ccccc2F)nc1N,4,x,0,-2,0,-1,-2,1,2
O=C(CCc1nc2ccccc2[nH]1)N1CCN(C(=O)c2ccco2)CC1,-9,3,1,-3,6,-2,2,-7,0
Cc1cc(C)n(-c2ccc(C(=O)Nc3cc(S(=O)(=O)N(C)C)ccc3Cl)cc2)n1,0,3,8,-7,2,-9,5,0,-6
C[C@H](CO)N1C[C@H](C)[C@@H](CN(C)C(=O)Nc2ccc3c(c2)OCO3)Oc2ccc(NC(=O)Cn3cnnn3)cc2C1=O,9,4,0,-4,-4,-5,1,3,13
CCN1CCN(C(=S)c2ccc(O)cc2)CC1,-6,4,1,-7,6,5,-4,0,3
CCCCN(CC)CCNC(=O)c1cc2c(=O)n(CC)c3ccccc3c2s1,-15,0,2,-10,11,-1,-4,-15,3
COc1ccc(-c2csc(N3C(=O)C4C5c6ccccc6C(c6ccccc65)C4C3=O)n2)cc1 (stereo unspecified),6,5,1,-6,-5,4,0,-1,-2
COc1ccccc1Nc1nnc(SCC(=O)NC2CCCC2)s1,-7,1,2,3,16,-1,0,-1,5
CCCSc1nnc2nc(C)cc(C)n12,-15,0,-1,-3,4,0,1,4,6
CC(=O)c1ccc(N=c2scc(C)n2C(C)C)cc1,-4,7,0,-8,3,-8,-7,5,16
CCN(C(=O)COC(=O)c1cc(=O)[nH]c2ccccc12)c1c(N)n(Cc2ccccc2)c(=O)[nH]c1=O,4,11,1,-2,-1,-6,-4,-15,6
Cc1nc(SCC(=O)Nc2c(C)nn(C)c2C)c2cnn(-c3ccccc3)c2n1,10,5,4,0,6,-6,2,-3,-2
COc1ccc(/C(O)=C2/C(=O)C(=O)N(CCN(C)C)C2c2ccc(F)cc2)cc1Cl (stereo unspecified),6,5,0,-4,1,2,0,7,-6
CC(=O)c1sc(-c2cccc(Cl)c2)nc1C,13,3,0,-2,0,6,3,3,0
O=C(NCc1ccco1)/C(=C\c1ccc(F)cc1)NC(=O)c1ccco1,-9,3,2,-4,10,3,-1,-5,10
COC(=O)c1c(CCl)noc1C(=O)NCC1CCCO1 (stereo unspecified),-3,22,2,-5,9,6,4,0,1
CC1(C)NC(=O)N(CC(=O)OCC(=O)c2ccc(Cl)s2)C1=O,-1,3,1,0,-1,-2,2,2,10
N#C/C(=C\c1ccc(/C=C(/C#N)c2nn(CCO)c(N)c2C#N)cc1)c1nn(CCO)c(N)c1C#N,-2,3,0,-5,0,-3,-1,2,1
C=CCn1c(C)nnc1SCC(=O)Nc1nc(C)c(C(=O)N(C)C)s1,-2,0,0,-1,2,0,2,4,-8
COCCNC(=O)C1CC(=O)N(c2ccc(OC)cc2)C1c1ccc(OC)cc1 (stereo unspecified),0,0,1,-5,6,6,2,8,-2
COc1ccc(CC(=O)NC2CCS(=O)(=O)C2)cc1 (stereo unspecified),-10,0,0,-1,8,2,0,-11,1
CC(/C=N/NC(=O)CCn1nnc2ccccc21)=C\c1ccccc1,2,4,3,-5,2,-6,0,1,1
O=C(Cc1ccccc1)Nn1c(-c2ccccc2)nc2ccccc2c1=O,-8,4,2,-2,1,5,3,12,-1
CC1=C(C(=O)OCc2ccccc2)C(c2cccc([N+](=O)[O-])c2)NC(=O)N1C (stereo unspecified),0,4,5,-1,1,-1,-5,4,12
COc1cc(/C=C(\C#N)C(=O)NC(C)C)ccc1OCc1ccc(C(=O)O)cc1,0,0,0,-3,0,-8,0,-2,14
CCc1nnc(NC(=O)C2CCCN2C(=O)Nc2ccccc2)s1 (stereo unspecified),-13,1,1,-6,12,-2,-1,-1,-1
O=[N+]([O-])c1cc([N+](=O)[O-])c(Oc2cc(F)ccc2F)cc1NN1CCCCC1,-6,3,1,-3,5,1,3,-9,1
Cc1cc(SCc2cccc(C(F)(F)F)c2)nc(=O)[nH]1,5,x,1,0,1,-4,-3,1,4
COc1cccc(CNCC2CCCO2)c1 (stereo unspecified),-6,3,1,-6,5,9,1,-5,-3
COc1cccc(C(=O)C2CCCN(Cc3cn(C)nc3-c3ccccc3)C2)c1 (stereo unspecified),-8,7,1,-10,2,-6,-3,5,16
COc1ccc(CC(=O)NCc2nnc(SCC(=O)Nc3cccc(F)c3)n2C)cc1,-9,-1,1,-6,8,0,-4,7,8
COC(=O)CCCC[C@@H]1SC[C@@H](NC(=O)OC)[C@@H]1NC(=O)OC,-9,6,0,-2,7,3,2,4,2
O=C1c2ccccc2-c2ccc(C(=O)N3CCCCC3)cc21,-10,3,4,-4,9,8,3,-1,-10
# More structures follow:
SMILES,M1 antag,TAAR1 ag,M4 ag,CHRM1 agonist,M1 PAM,M5 PAM,CHRM5 agonist,CHRM4 antagonist,M5 antag
COC(=O)c1sc(N2CCCCC2)c(C#N)c1N,-6,2,2,-5,1,-2,-6,-9,17
COC(=O)c1ccc(CNC(=O)c2ccc3c(c2)S(=O)(=O)N=C2CCCCCN23)cc1,-3,5,1,-7,5,-5,-1,1,7
CNC(=O)N(O)C1N(C)C(=O)N(Cc2ccccc2)C1(C)C (stereo unspecified),-4,6,1,-3,5,1,-4,-1,-7
CCc1nnc(N/N=C\c2ccc(OC(C)=O)c(OC)c2)n1N,8,2,5,4,13,-6,1,-8,15
CCOc1ccc(OCC)c(NC(=O)CSc2nc3ccccc3c(=O)n2C)c1,-14,7,3,1,11,-4,-2,6,-1
Cc1cccc(NC(=O)C2CCCN(S(=O)(=O)c3ccc4c(c3)oc(=O)n4C)C2)c1 (stereo unspecified),-20,5,0,-3,10,3,1,0,-2
Cc1cc(C)c(S(=O)(=O)Nc2cccc3nsnc23)c(C)c1,-4,-2,1,-1,-1,-5,-8,-2,7
Cc1cc(C)c(O)c(-c2n[nH]c3c2C(c2cccc(O)c2)N(Cc2ccco2)C3=O)c1 (stereo unspecified),-20,4,-1,0,9,-6,0,-6,11
COCCNCC(=O)Nc1ccc(OC(F)(F)F)cc1,8,2,1,-3,-1,10,1,-3,-1
O=[N+]([O-])c1cccc(C2CC(c3ccccc3)=NN2c2ccccc2)c1 (stereo unspecified),-21,1,-1,-2,7,-1,-2,-2,-20
Cn1c(O)c(/C=C2\C=Nc3ccccc32)sc1=Nc1ccc(C(=O)O)cc1,-9,1,1,-4,8,7,-2,-6,4

# Molecules from the list above with a cyano group:
SMILES,M1 antag,TAAR1 ag,M4 ag,CHRM1 agonist,M1 PAM,M5 PAM,CHRM5 agonist,CHRM4 antagonist,M5 antag
Cc1c(C=C(C#N)c2ccc([N+](=O)[O-])cc2)c(=O)n(-c2ccccc2)n1C,30*,-1,1,-7,-21,-10,-3,-27,8
COc1cccc(C2C3CN(C)CC=C3C(C#N)=C(N)C2(C#N)C#N)c1OC (stereo unspecified),-21,1,1,-2,3,6,-7,3,0
CC#CCCC(=O)N1C=Cc2ccccc2C1C#N (stereo unspecified),-18,0,0,-3,0,-3,-2,5,2
N#C/C(=C\c1ccc(/C=C(/C#N)c2nn(CCO)c(N)c2C#N)cc1)c1nn(CCO)c(N)c1C#N,-2,3,0,-5,0,-3,-1,2,1
COc1cc(/C=C(\C#N)C(=O)NC(C)C)ccc1OCc1ccc(C(=O)O)cc1,0,0,0,-3,0,-8,0,-2,14
COC(=O)c1sc(N2CCCCC2)c(C#N)c1N,-6,2,2,-5,1,-2,-6,-9,17
